Source: PubChem
TSG101-PTAP inh: qHTS Validation Assay for Inhibitors of HIV-1 Budding by Blocking the Interaction of PTAP/TSG101: Sytravon Library Screen; Fluorescence polarization, FITC-PTAP peptide/Tsg101, 20 min; Potency, µM (highest dose often 115 µM), without a hit: at the highest dose activity change, negative = inhibition, actives largely listed as inhibitors; 44,000 tested, under 10 active; also: potency is read from the fitted curve at half-maximal effect; 0% is about no effect
Target sequence (Q99816 whole entry, looked up): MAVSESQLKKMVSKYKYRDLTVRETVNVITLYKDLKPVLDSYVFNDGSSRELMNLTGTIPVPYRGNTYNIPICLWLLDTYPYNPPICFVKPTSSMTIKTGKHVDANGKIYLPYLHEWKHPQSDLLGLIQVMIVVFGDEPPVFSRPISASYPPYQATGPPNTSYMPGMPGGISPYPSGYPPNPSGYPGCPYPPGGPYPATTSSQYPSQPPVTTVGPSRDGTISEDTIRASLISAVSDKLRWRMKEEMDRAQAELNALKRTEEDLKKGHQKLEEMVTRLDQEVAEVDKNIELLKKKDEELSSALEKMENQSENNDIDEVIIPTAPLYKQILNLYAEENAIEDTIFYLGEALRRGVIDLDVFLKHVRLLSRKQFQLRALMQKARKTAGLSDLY
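FITC-labeled PTAP peptide (50 nM final) binding to Tsg101 binding domain (10 uM final) read by fluorescence polarization after 20 min at r.t. in HEPES pH 7.5 buffer. Actives by CRC class, <25 µM.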
NTMT1 inh: Primary qHTS for Inhibitors of N-terminal methyltransferase 1 (NTMT1): MTaseGlo Assay. N-terminal Xaa-Pro-Lys N-methyltransferase 1 (Homo sapiens), Q9BV86. NTMT1 MTase-Glo SAH luminescence, purified enzyme. Potency, µM (doses to about 114 µM), for the others: top-dose activity change, negative = inhibition, usual class: inhibitors. hit rate 2.5% among 59,000. AID 1645870, 2021;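 also: potency is read from the fitted curve at half-maximal effect; plate controls were DMSO vehicle for no effect and no enzyme for full effect; nearly all actives have a fitted effect of over 65% in size; many of its hits are not listed in these tables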
Target sequence (Q9BV86 whole entry, looked up): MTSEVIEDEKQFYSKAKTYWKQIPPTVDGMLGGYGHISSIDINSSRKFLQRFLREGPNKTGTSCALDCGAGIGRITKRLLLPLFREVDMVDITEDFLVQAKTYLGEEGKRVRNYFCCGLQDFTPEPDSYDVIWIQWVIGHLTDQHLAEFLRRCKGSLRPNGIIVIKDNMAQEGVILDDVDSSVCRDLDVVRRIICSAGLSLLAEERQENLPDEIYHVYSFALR
FH mod: Identification of activators of human fumarate hydratase by quantitative high-throughput screening; FH coupled MDH/diaphorase resazurin fluorescence, 15 min; Potency, µM (doses to about 79.9 µM), inactives show top-dose activity change, negative = inhibition, hits mostly inhibitors; hit rate 0.22% among 54,000; AID 1347055, 2019; also: potency is read from the fitted curve at half-maximal effect; % is scaled to controls: 0 for no effect and ±100 for the full control effect; the screen sought activators but most active calls are inhibition curves; nearly all actives have a fitted effect of over 45% in size
GALK inh: qHTS Assay for Inhibitors of Human Galactokinase (GALK): NCGC Sytravon Library Screen | P51570 | recombinant GALK, Kinase-Glo ATP luminescence, 1 h | Potency, µM (highest dose often 57.5 µM), without a hit: at the highest dose activity, negative = inhibition, usual class: inhibitors | 44,000 tested, under 10 active;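 also: plate controls were full GALK reaction for no effect and reaction lacking GALK for full effect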
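5 nM GALK; 35 uM ATP; 100 uM D-galactose; 20 mM HEPES pH 8.0, 5 mM MgCl2, 60 mM NaCl, 1 mM DTT, 0.01% BSA; 1 h RT; Kinase-Glo Plus luminescence.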
p53null 32C tox: qHTS Screen for Compounds that Selectively Target Cancer Cells with p53 Mutations: Cytotoxicity of p53 Null Cells at the Permissive Temperature; H1299-neo p53 null cells, ATP luminescence, 24 h, 32C; AID 903, 2007; Potency, µM (top dose mostly 46.1 µM), for inactives: top-dose activity change, negative = cytotoxicity, actives largely listed as cytotoxic; hit rate 0.62% among 55,000;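 also: potency is read from the fitted curve at half-maximal effect; 0% = DMSO only and -100% = full killing by 100 µM tamoxifen; nearly all actives have a fitted effect of over 55% in size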
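Cells lacking p53 (H1299-neo) are plated at 600 per well and allowed to settle overnight at 37C. Test compounds (up to 46 uM) are added and held 24 hours at 32C, then ATP is quantified by luminescence.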
p53null 39C kill: qHTS Screen for Compounds that Selectively Target Cancer Cells with p53 Mutations: Cytotoxicity of p53 Null Cells at the Nonpermissive Temperature; H1299 p53-null (neo) cells, 39C, ATPlite viability, 24 h; Potency, µM (highest dose often 46.1 µM), without a hit: top-dose activity, negative = cell killing, usual class: cytotoxic; hit rate 0.97% among 55,000;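 also: potency is read from the fitted curve at half-maximal effect; 0% = DMSO only and -100% = full killing by 100 µM tamoxifen; nearly all actives have a fitted effect of over 50% in size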
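Cells seeded at 600/well, 37C overnight. Compound added (up to 46 uM), plates shifted to 39C for 24 hr. ATPlite added, luminescence read after 20 min at room temperature.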
B2AR arrestin ag: qHTS assay of beta-arrestin-biased ligands of beta2-adrenergic receptor: NCGC Sytravon Library Screen; Beta-2 adrenergic receptor (Homo sapiens), P07550; HTLA Tango cells, beta-arrestin recruitment, luciferase luminescence, 18 h; 44,000 tested, under 10 active; Potency, µM (highest dose often 46.1 µM), for the others: at the highest dose activation, usual class: activators; AID 1347077, 2019;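 also: potency is read from the fitted curve at half-maximal effect; 0% = DMSO and full agonism = EC100 isoproterenol or metaproterenol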
Target sequence (P07550 whole entry, looked up): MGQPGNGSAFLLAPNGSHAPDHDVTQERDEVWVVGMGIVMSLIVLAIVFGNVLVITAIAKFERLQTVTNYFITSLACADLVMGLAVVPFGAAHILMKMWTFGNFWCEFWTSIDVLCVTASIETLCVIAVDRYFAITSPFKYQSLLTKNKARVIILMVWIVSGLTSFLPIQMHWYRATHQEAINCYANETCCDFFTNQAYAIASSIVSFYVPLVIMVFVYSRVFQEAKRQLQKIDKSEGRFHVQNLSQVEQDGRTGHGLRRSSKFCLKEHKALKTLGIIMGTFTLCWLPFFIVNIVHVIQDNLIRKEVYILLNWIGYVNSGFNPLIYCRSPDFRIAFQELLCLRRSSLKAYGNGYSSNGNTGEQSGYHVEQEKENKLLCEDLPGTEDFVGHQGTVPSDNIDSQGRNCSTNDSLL
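Tango cells expressing recombinant beta2-AR and beta-arrestin were treated with compounds (up to 46 microM titration) in DMEM with 1% FBS for 18 hr at 37 degrees C. Beta-arrestin recruitment drove tTA-dependent luciferase, read by luminescence; curves were fitted and classed.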
* = called active by the depositor; u = inconclusive; x = no result given; [ ] = remark or other dose. Calls follow the shape of the dose curve; as a rule, active = well fitted curve in the direction sought with a large enough effect; inconclusive = small, poorly fitted or top-dose-only effect, or another doubt; inactive = no such curve, though single readings can be large; an effect the other way counts as inactive or inconclusive. An excerpt; the hit share may differ from the screen's.

Second line of a record – TSG101-PTAP inh, NTMT1 inh, FH mod, GALK inh, p53null 32C tox, p53null 39C kill, B2AR arrestin ag
> COc1cc(-c2nnc(SCCOc3ccccc3)o2)cc(OC)c1OC
 : 0%, 5%, -27%, 3%, -8%, 23%, -3%
> COc1ccc(-n2c(=O)c3ccc(C(=O)NCc4ccc(C)cc4)cc3n(Cc3cccc(Cl)c3)c2=O)cc1
 : -2%, 6%, 3%, 9%, 10%, -13%, 0%
> Cc1csc2nc(COC(=O)c3ccccc3NC(=O)c3ccc(F)cc3)cc(=O)n12
 : -7%, -4%, 3%, -2%, 1%, -11%, 1%
> O=C(Cc1ccc(F)cc1)NCc1nc2cccnc2n1Cc1ccc(F)cc1
 : -1%, 7%, -12%, 5%, -4%, 7%, 1%
> Cc1cc(F)ccc1NC(=O)CCS(=O)(=O)c1ccc2c(c1)CC(C)N2C(=O)C1CC1 (stereo unspecified)
 : 1%, x, x, 1%, -8%, -1%, 0%
> Fc1ccc2[nH]c(-c3cccs3)cc2c1
 : 0%, -2%, u, -15%, -8%, -27%, -3%
> Cc1ccc(NC(=O)CSc2nnc(C)s2)c(C)c1
 : -2%, 10%, 1%, 1%, -2%, 0%, 0%
> CCc1ccccc1NC(=O)Cn1c(=O)n(CCc2ccccc2)c(=O)c2ccccc21
 : 1%, 12%, 3%, 0%, 3%, 13%, -1%
> COc1ccc(-n2cc(-c3ccc4c(c3)OCO4)n(CC(=O)Nc3cccc(C)c3C)c2=O)c(OC)c1
 : 0%, -5%, -20%, 1%, -3%, u, -2%
> COc1ccc(C2=C(C)C(=O)N(Cc3ccc(C(=O)NCc4ccccc4C)cc3)S2(=O)=O)cc1
 : 0%, -14%, -1%, 0%, 1%, 6%, 1%
> COc1ccc(NC(=O)Cn2c(=O)c3ccccc3n3nncc23)c(OC)c1
 : -5%, 2%, -1%, -8%, -3%, 30%[activator], 1%
> Cc1nn2c(=O)cc(COc3ccc(/C=C(\C#N)C(=O)Nc4ccc(F)cc4)cc3)nc2s1
 : 0%, 5%, -15%, 9%, -3%, 17%, 1%
> CCOc1ccc(NC(=O)c2cc3cc4ccc(C)cc4nc3o2)cc1
 : -4%, -2%, 1%, 0%, 13%, -2%, 0%
> CC(=O)Nc1ccc(NC(=O)C2CCCN(S(=O)(=O)c3ccc4c(c3)CCCC(=O)N4)C2)cc1 (stereo unspecified)
 : -5%, -2%, -3%, 1%, 6%, -21%, -1%
> COc1ccc(CCNC(=O)c2c(C)nn(-c3ccc(F)cc3)c2-n2cccc2)c(OC)c1OC
 : 1%, 9%, -9%, 1%, -7%, 17%, 1%
> CCOC(=O)C1CCN(CCC(=O)Nc2ccc(Br)c(C)c2)CC1
 : -2%, -26%, -19%, -2%, -3%, u, 0%
> COc1ccc(CCNC(=O)CSc2ncc3c(n2)-c2cc(Cl)ccc2N(Cc2ccccc2)S3(=O)=O)cc1OC
 : -3%, u, -3%, -3%, -9%, u, 0%
> COc1ccc(OC)c(NC(=O)CSc2c3c(nc4cc(Cl)ccc24)CCCC3)c1
 : 1%, -11%, u, 0%, -5%, 57%[activator], -2%
> Cc1cccc(N2CCN(C(=O)C3CCN(S(=O)(=O)c4c(C)noc4C)CC3)CC2)c1C
 : -5%, u, -7%, 0%, 2%, -15%, -2%
> COc1ccccc1N(CC(=O)Nc1ccccc1F)S(C)(=O)=O
 : 4%, -6%, -8%, 2%, 3%, 10%, -2%
> CCOc1ccccc1NC(=O)CSc1nc2c(oc3ccccc32)c(=O)n1C(C)C
 : -4%, -2%, -23%, 3%, -6%, -5%, -1%
> Cc1ccc(-c2nc(-c3cccs3)c(-c3cccs3)[nH]2)cc1
 : 2%, u, -3%, 6%, -4%, -23%, -1%
> Cc1ccc2oc(C(=O)Nc3ccc(S(=O)(=O)N(C)c4ccccc4)cc3)cc(=O)c2c1
 : -3%, -2%, 1%, 0%, -1%, 14%, 0%
> CCn1c(=O)c2cc(C(=O)N(C)c3cc(C)ccc3C)sc2c2ccccc21
 : 3%, -11%, u, -1%, 6%, 11%, 0%
> Cc1c(CCC(=O)NCc2cccc(Cl)c2)c(=O)oc2c(C)c(O)ccc12
 : -7%, x, x, 0%, -3%, -11%, -1%
> CCOC(=O)c1ccccc1NC(=O)CN1C(=O)CC(c2ccccc2)Sc2ccccc21 (stereo unspecified)
 : 0%, -18%, -13%, -12%, 7%, 5%, -1%
> CCc1ccc(NC(=O)C2CCN(c3nnc(-n4c(C)ccc4C)s3)CC2)cc1
 : -2%, 1%, -8%, 3%, -1%, -4%, -2%
> COc1ccccc1-c1nnc(SCCOc2ccccc2C)o1
 : -3%, 8%, -11%, 4%, -1%, 2%, -4%
> COc1ccccc1CNC(=O)C(=O)NCC(c1ccc2c(c1)OCO2)N1CCOCC1 (stereo unspecified)
 : 1%, -10%, 2%, -5%, -4%, -13%, -1%
> Cc1ccc(S(=O)(=O)c2nc(-c3cccs3)oc2SCC(=O)Nc2cc(C)cc(C)c2)cc1
 : 12%, 11%, -8%, -3%, -28%, u, 1%
> CCCc1nccn1S(=O)(=O)c1cc(Br)ccc1OC
 : -10%, -3%, 2%, -1%, 19%, 3%, 1%
> Cc1ccc(-n2ncc3c(NCCC4=CCCCC4)ncnc32)cc1
 : -4%, u, 5%, -3%, -11%, 25%, -1%
> CCOc1ccc(CCNC(=O)Cn2ccc3cc(S(=O)(=O)N4CCCCCC4)ccc32)cc1
 : 0%, 0%, -26%, 2%, 2%, -11%, 0%
> O=S(=O)(NCCc1csc(-c2ccc(F)cc2)n1)c1ccc(Cl)cc1
 : -1%, 2%, u, -2%, 5%, 21%, -1%
> CCc1ccccc1NC(=O)Cn1nnc2sc3c(c2c1=O)CCC(C(C)(C)C)C3 (stereo unspecified)
 : 23%, 12%, -14%, -6%, -8%, 6%, -2%
> CCC1CCCCN1CCCNC(=O)c1ccc2c(c1)N(Cc1cccc(Cl)c1)C(=O)c1ccccc1S2(=O)=O (stereo unspecified)
 : -6%, u, -5%, -7%, u, -4%, -1%
> Cc1ccc(C2C=C(c3ccccc3)Nc3nc(NS(=O)(=O)c4ccccc4)nn32)cc1 (stereo unspecified)
 : u, 10%, -6%, 3%, 0%, 1%, 2%
> O=C(Nc1ccc(-c2nc3cc(NC(=O)c4ccccc4F)ccc3o2)cc1)c1ccccc1F
 : 1%, -1%, 1%, 0%, 2%, 3%, -1%
> CCOC(=O)c1ccccc1NC(=O)COc1cc(=O)n(CC)c2ccccc12
 : -1%, 1%, 6%, -11%, -3%, 8%, 0%
> Cc1ccc(C(=O)NCc2ccc(F)cc2)cc1NC(=O)c1nsc2ccccc12
 : -3%, -20%, -19%, -1%, 24%, -25%, 0%
> O=C(NCCS(=O)(=O)N1CCN(c2ccccc2F)CC1)C(c1ccccc1)c1ccccc1
 : -4%, 6%, -1%, 0%, -6%, -8%, 0%
> CC1CCc2c(sc3nc(-c4cc5ccccc5oc4=O)nc(Cl)c23)C1 (stereo unspecified)
 : 3%, -10%, 5%, 0%, -2%, -14%, -2%
> Cc1ccc(CNC(=O)CSc2ccc(-c3sc(-c4ccccc4)nc3C)nn2)cc1
 : -2%, 5%, -5%, 2%, -1%, -15%, 2%
> O=S(=O)(Nc1cccc(-c2ccc(N3CCCCCC3)nn2)c1)c1ccc(F)cc1
 : 1%, x, x, 0%, -27%, -13%, 3%
> CCOC(=O)c1c(C)[nH]c(C)c1S(=O)(=O)N1CCC(C(=O)NCc2cccc(OC)c2)CC1
 : -4%, -7%, u, 0%, 3%, 10%, 3%
> O=c1cc(COc2cccc(C(F)(F)F)c2)nc2sc3c(n12)CCCC3
 : 1%, 10%, 1%, -9%, 1%, -3%, 0%
> CC(C)c1nc2sc3c(N4CCCCC4)ncnc3c2c2c1CCCC2
 : -8%, 4%, -14%, -8%, -3%, 18%, 0%
> CCc1ccccc1NC(=O)c1cc(-c2ccc(OC)cc2)on1
 : 2%, x, x, 0%, 6%, -10%, 1%
> CC(C)CC(=O)NCC(c1ccc2c(c1)OCO2)N1CCN(c2ccc(F)cc2)CC1 (stereo unspecified)
 : 1%, -15%, -16%, 3%, -3%, 17%, 1%
> CCN(CC)CCNC(=O)c1nn(C)c2c1CS(=O)(=O)c1ccccc1-2
 : -2%, -1%, 2%, u, -6%, -9%, -1%
> COC(=O)c1ccc(OCC2c3cc(OC)c(OC)cc3CCN2C(=O)c2cccc(C)c2)cc1 (stereo unspecified)
 : -9%, 12%, -21%, -1%, 14%, 6%, 2%
> CC(=O)Nc1nonc1-c1nnc(SCc2ccc(Cl)cc2)n1C
 : -8%, 13%, 13%, 0%, -4%, -17%, -1%
> CCn1c(C(=O)NCc2ccc(C)cc2)cc2sc(Cl)cc21
 : -2%, -11%, -24%, 6%, -15%, -14%, 0%
> Cc1cccc2sc(N(Cc3cccnc3)C(=O)CCOc3ccccc3)nc12
 : 1%, 14%, -16%, -1%, -7%, 15%, 0%
> COc1ccccc1CNC(=O)c1cc2c(=O)oc3ccc(C)cc3c2s1
 : 0%, -21%, -5%, 0%, -3%, -24%, 1%
> Cc1cccc(NC(=O)C2CCN(S(=O)(=O)c3ccc4[nH]c5c(c4c3)CCCCC5)CC2)c1
 : -1%, -5%, -30%, -2%, 8%, 18%, 0%
> COc1ccc(C(=O)Nc2cccc(OCc3cc(=O)n4c5c(sc4n3)CCCC5)c2)cc1OC
 : 1%, 11%, 2%, 7%, u, -21%, 0%
> O=c1oc2ccccc2cc1-c1nc(-c2cccc(Cl)c2)cs1
 : 0%, 24%, -2%, 2%, -8%, 12%, -4%
> Cc1ccc(Nc2cc(C)nc3nc(Cc4ccc(Cl)cc4)nn23)cc1
 : 2%, 5%, -12%, 8%, 44%[activator], 51%[activator], 0%
> O=c1cc(-c2ccccc2)n2c(SCc3ccc(Br)cc3)nnc2[nH]1
 : 1%, 4%, 9%, 2%, 2%, 1%, -4%
> CCOc1cc(CNc2ccc(C(=O)O)cc2)ccc1OCc1ccccc1
 : -2%, 3%, -2%, 2%, 1%, -18%, -1%
> Cn1cc(S(=O)(=O)N2CCCCCC2)cc1C(=O)N1CCN(c2ccccc2F)CC1
 : -8%, 2%, -34%, -3%, 4%, 0%, 0%

Two of the compounds above, as a markdown table:
| molecule | TSG101-PTAP inh | NTMT1 inh | FH mod | GALK inh | p53null 32C tox | p53null 39C kill | B2AR arrestin ag |
| --- | --- | --- | --- | --- | --- | --- | --- |
| Cc1cccc2sc(N(Cc3cccnc3)C(=O)CCOc3ccccc3)nc12 | 1% | 14% | -16% | -1% | -7% | 15% | 0% |
| CCc1ccccc1NC(=O)c1cc(-c2ccc(OC)cc2)on1 | 2% | x | x | 0% | 6% | -10% | 1% |
